HT1080 cytotoxicity = HT1080 cell viability loss – fluorescence readout (AID 620); HT1080 viability, fluorescence; higher % means a stronger effect; one-dose cytotoxicity, % at 10 µM; EC50 in µM for titrated hits; actives 0.42% (n = 87,000); in the data active = cytotoxicity above about 50%;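 also: cells exposed to compound overnight then 4 h with Alamar Blue; 0% = vehicle DMSO and 100% = killing control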
The depositor's hits bear a star.

| SMILES | HT1080 cytotoxicity |
| --- | --- |
| Cc1cccc(NC(=O)CN(C)S(=O)(=O)c2ccc(Br)cc2)n1 | -2% |
| CCOC(=O)CSc1nc2ccc(NC(=O)CSc3nnnn3Cc3ccccc3)cc2s1 | 17% |
| CNS(=O)(=O)c1cccc(C(=O)OCC(=O)N2CCc3ccccc3C2)c1 | -1% |
| CC(C)NC(=O)COC(=O)c1cc(=O)[nH]c2ccccc12 | -12% |
| Cc1ccc(CNC(=O)c2oc3ccc(S(=O)(=O)N4CCOCC4)cc3c2C)cc1 | 28% |
| COc1ccccc1CC(=O)N1CCCc2ccccc21 | -12% |
| COc1cc(CNCC(C)C)cc(Br)c1OCC(=O)Nc1ccccc1 | -7% |
| COc1ccc(CCNC(C)=O)cc1 | 1% |
| Cc1ccc(-c2nnc3n2CCCCC3)cc1 | 4% |
| CCCCCc1nc2ccccc2c(=O)n1NC(=O)c1c(O)c2cccc3c2n(c1=O)CCC3 | 14% |
| Cc1ccc(-c2noc(C3CCCN(S(=O)(=O)c4ccc5ccccc5c4)C3)n2)o1 (stereo not drawn) | 10% |
| Cc1nc(-c2ccccc2O)n(-c2ccccc2)n1 | -5% |
| O=C(Nc1ccon1)c1cc2ccccc2oc1=O | -2% |
| C=CCNC(=O)CSc1nnc(-c2cccs2)o1 | -4% |
| Cc1ccc(N=Cc2cc(C)n(C3CCCC3)c2C)cc1 | -2% |
| COc1ccc(/C=N/n2c(SC)nnc(C(C)(C)C)c2=O)cc1 | -4% |
| O=C1CCCN1CCC1CCN(C(=S)Nc2ccc(F)cc2)CC1 | -12% |
| COC(=O)c1cc(CN2CCN(c3ccccc3C)CC2)ccc1O | 0% |
| Cc1ccc(C(=O)Nc2sc3c(c2C#N)CCCCC3)cc1C | -6% |
| Cc1cc(C)c(S(=O)(=O)/N=C2\C=CC(=O)C(Cl)=C2)c(C)c1 | 14% |
| Cc1ccc(-c2nn(CCC(=O)O)cc2CCC(=O)O)cc1 | -11% |
| COC(=O)c1sccc1NC(=O)c1sccc1C | -7% |
| COC(=O)C1CC(c2c(OC)cc(OC)cc2OC)=NO1 (stereo not drawn) | -10% |
| OCC1CCCN(C(=S)NCCc2ccccc2)C1 (stereo not drawn) | 7% |
| CCC(C)(C)NC(=O)C(c1ccc(OC)cc1)N(Cc1ccco1)C(=O)CCC(=O)Nc1cc(C)on1 (stereo not drawn) | 6% |

Carrying on:
| SMILES | HT1080 cytotoxicity |
| --- | --- |
| COC(=O)c1c(S(=O)(=O)NCc2ccccc2)sc(C(=O)O)c1C | -6% |
| COc1ccc(C2N=C(N)N=C(N)N2c2ccc(C)cc2)cc1 (stereo not drawn) | 12% |
| CCC1OC23CCCCC2C(C#N)(C(=N)O3)C1(C#N)C#N (stereo not drawn) | -8% |
| O=C(Nc1nc2ccccc2n1CCN1CCCCC1)C1CCCCC1 | -4% |
| COc1ccc(-n2cnc3cc(NCc4ccco4)ccc32)cc1 | -16% |
| CCOC(=O)c1[nH]c2ccc(Cl)cc2c1NC(=O)c1nonc1C | -7% |
| COc1ccc2c(c1)c(=O)cc(-c1ccccc1)n2C | 5% |
| CCOc1ccccc1N1CC(C(=O)N2CCc3ccccc3C2)CC1=O (stereo not drawn) | 4% |
| CCCn1c(C)cc(/C=C(\C#N)C(=O)OCC(=O)NC(=O)NCC)c1C | 2% |
| CCOC(=O)c1cc2ccc(OC)cc2oc1=O | -6% |
| CC(C)CNC(=O)c1ccccc1NC(=O)CSCc1ccccc1 | -7% |
| CCOC(=O)Cn1nc(CC)c2ccccc2c1=O | 2% |
| CCCCCCc1nc2ccccc2c(=O)n1NC(=O)c1c(O)c2c(n(CC(C)C)c1=O)CCCC2 | -5% |
| O=C1NC(=S)SC1=C1CCCC1 | 7% |
| NC(=O)c1cccn1Cc1cccc(Cl)c1 | 4% |
| Cc1cc(NC(=O)c2c(F)cccc2F)n(-c2nc3ccccc3[nH]2)n1 | -22% |
| Oc1c(CN2CCN(c3ccc(F)cc3)CC2)cc(Cl)c2cccnc12 | 20% |
| Cc1ccc(C2CC(c3ccc(Cl)cc3)=NNC2=O)cc1 (stereo not drawn) | 0% |
| COc1cccc(CNC(=O)C2CCN(S(=O)(=O)c3cccs3)CC2)c1 | -3% |
| CCOc1ccc(OCC)c(S(=O)(=O)NCc2ccccn2)c1 | -1% |
| CCOC(=O)c1ccc(NC2=CC(=O)C(=O)c3ccccc32)cc1 | -2% |
| CCn1c(O)c(C=Nc2ccccc2)n(-c2ccccc2)c1=S | 15% |
| Cc1nnc(SCC(=O)Nc2ccc(S(=O)(=O)N3CCCCC3)cc2)s1 | -6% |
| COC(=O)c1sccc1-n1cccc1C(=O)C(=O)N1CC(C)OC(C)C1 (stereo not drawn) | 19% |
| Cc1cc(C)n(CC(O)Cn2cnc3c2c(=O)n(C)c(=O)n3C)n1 (stereo not drawn) | 0% |

Reprinted from the part before: seven entries; new compounds follow.
| SMILES | HT1080 cytotoxicity |
| --- | --- |
| COc1cccc(CNC(=O)C2CCN(S(=O)(=O)c3cccs3)CC2)c1 | -3% |
| CCOc1ccc(OCC)c(S(=O)(=O)NCc2ccccn2)c1 | -1% |
| CCOC(=O)c1ccc(NC2=CC(=O)C(=O)c3ccccc32)cc1 | -2% |
| CCn1c(O)c(C=Nc2ccccc2)n(-c2ccccc2)c1=S | 15% |
| Cc1nnc(SCC(=O)Nc2ccc(S(=O)(=O)N3CCCCC3)cc2)s1 | -6% |
| COC(=O)c1sccc1-n1cccc1C(=O)C(=O)N1CC(C)OC(C)C1 (stereo not drawn) | 19% |
| Cc1cc(C)n(CC(O)Cn2cnc3c2c(=O)n(C)c(=O)n3C)n1 (stereo not drawn) | 0% |
| c1ccc(Cn2c(-c3cncs3)nc3ccccc32)cc1 | -7% |
| CCOc1ccc(-n2nnnc2SCC(=O)N2CCOCC2)cc1 | 14% |
| CCCN(CCC)C(=O)CC(c1ccccc1)c1ccc(C)cc1O (stereo not drawn) | -10% |
| COC(=O)CSc1nnc(-c2ccc(S(=O)(=O)NCc3ccccc3Cl)cc2)o1 | -10% |
| O=C1COc2ccc(C(=O)c3ccccc3C(=O)NCc3ccccc3)cc2N1 | 4% |
| CCCC(C)C(=O)N(Cc1ccccc1)c1ccccn1 (stereo not drawn) | 33% |
| O=C(Nc1ccc2c(c1)N(Cc1ccccc1)C(=O)c1ccccc1S2)NC1CC1 | -4% |
| COC(CNC(=O)Cn1ncc2ccsc2c1=O)OC | 1% |
| Cc1cccc(C)c1NC(=O)CSc1nnc(NC(=O)CN2CCOCC2)s1 | -7% |
| CCCNC(=S)N1CCC(NC(=O)C23CC4CC(CC(C4)C2)C3)CC1 | -2% |
| COc1cccc(N2C(=O)C(c3ccccc3)=C(c3nc4ccccc4s3)C2NC(C)=O)c1 (stereo not drawn) | 3% |
| Cc1sc(NC(=O)C2CCCO2)c(C(N)=O)c1C (stereo not drawn) | -5% |
| CCOC(=O)CC(NC(=O)c1ccco1)c1ccc(OC)cc1 (stereo not drawn) | -12% |
| COC(=O)c1cn(CCOc2ccccc2F)c2ccccc12 | -4% |
| COC(=O)COc1ccc(C2NC(=O)NC(c3ccccc3)=C2C(C)=O)cc1OC (stereo not drawn) | -8% |
| Cc1cccc(OCC(=O)OCC(=O)c2c(N)n(C)c(=O)n(C)c2=O)c1C | 1% |
| CCCn1c(-c2ccc(OC)cc2)nc2c(=O)n(C)c(=O)[nH]c21 | 14% |
| O=C(NCC12CC3CC(CC(C3)C1)C2)c1nn2cccnc2c1Cl | 0% |
| Cc1onc(-c2ccccc2)c1C(=O)NCCc1ccc(Cl)cc1 | 12% |
| CCOC(=O)c1ccc(NC(=O)Nc2ccc(F)cc2)cc1 | 12% |
| Cc1ccc(C(=O)CN2/C(=C(\O)c3ccccc3)C(=O)c3ccccc3S2(=O)=O)c(C)c1 | -11% |
| OCCN(Cc1ccccc1)Cc1ccc(C(F)(F)F)cc1 | 5% |
| CCOC(=O)CSc1nnc(-c2ccccc2)c(=O)[nH]1 | 2% |
| CC(=O)c1c(C)[nH]c(C(=O)COc2ccc(C#N)cc2)c1C | 28% |
| CCN=c1scc(-c2ccco2)n1/N=C/c1ccc(OC)c(O)c1 | 10% |

Brought forward from above: five entries; new compounds follow.
| SMILES | HT1080 cytotoxicity |
| --- | --- |
| Cc1ccc(C(=O)CN2/C(=C(\O)c3ccccc3)C(=O)c3ccccc3S2(=O)=O)c(C)c1 | -11% |
| OCCN(Cc1ccccc1)Cc1ccc(C(F)(F)F)cc1 | 5% |
| CCOC(=O)CSc1nnc(-c2ccccc2)c(=O)[nH]1 | 2% |
| CC(=O)c1c(C)[nH]c(C(=O)COc2ccc(C#N)cc2)c1C | 28% |
| CCN=c1scc(-c2ccco2)n1/N=C/c1ccc(OC)c(O)c1 | 10% |
| Cc1c(C(=O)O)sc(=S)n1-c1ccc(Cl)cc1 | -14% |
| CCNC(=O)CN1C(=O)NC2(CCCc3cc(OC)ccc32)C1=O (stereo not drawn) | 10% |
| CNc1nc(OCC(F)(F)F)nc(N2CCOCC2)n1 | -13% |
| COc1ccc(OC)c(C2CC(=O)C(C)C(c3cc(OC)ccc3OC)N2)c1 (stereo not drawn) | -5% |
| Cc1cc(C)cc(N=c2c([N+](=O)[O-])nn(-c3cccc(Cl)c3)n2O)c1 | -7% |
| CCOC(=O)CNc1c(-c2ccc(OC)cc2)nc2ccc(Cl)cn12 | 73%* |
| O=C(CC(c1ccccc1)C1CCCCC1=O)c1ccco1 (stereo not drawn) | -2% |
| CC1=C(C(=O)OC(C)C)C2(O)C(=O)c3ccccc3C2(O)N1 (stereo not drawn) | -12% |
| O=C(N1CCCCC1)C12CC3CC(CC(C3)C1)C2 | -15% |
| CCC(=O)NC(c1ccccc1OC)c1ccc2cccnc2c1O (stereo not drawn) | 33% |
| NC(=O)c1sc2nc3c(c(-c4ccc(Cl)cc4)c2c1N)CCCC3 | -1% |
| Cc1ccc(C2=NNC(=O)C(c3ccc(Cl)cc3)C2)cc1 (stereo not drawn) | -3% |
| CCOC(=O)N1CCN(S(=O)(=O)c2cc(-c3nn4c(C)nnc4c4ccccc34)ccc2C)CC1 | -3% |
| COc1ccc(-n2nc(C(=O)O)c3ccccc3c2=O)cc1 | -7% |
| Cc1ccccc1OC(=O)C1C(c2ccccc2)C(C(=O)O)C1c1ccccc1 (stereo not drawn) | -11% |
| CC(C)NC(=O)C(=O)NCCN1CCN(S(=O)(=O)c2ccc(Cl)cc2)CC1 | -6% |
| Cc1cccc(C)c1-n1c(C)cc(/C=C2\NC(=O)NC2=O)c1C | 15% |
| O=C(Nc1ccccc1)N1C2CCC1CC(O)(c1cccnc1)C2 (stereo not drawn) | -15% |
| COc1ccc(C2N(C(=O)c3ccccc3)CCN2C(=O)c2ccc(C)cc2)cc1 (stereo not drawn) | 9% |
| Cc1c(NC(=O)C(C)Sc2ccccc2)c(=O)n(-c2ccccc2)n1C (stereo not drawn) | 4% |
| O=C(NCc1ccco1)c1ccccc1-c1ccc(C(F)(F)F)cc1 | -7% |
| O=C(Nc1ccc2oc(-c3cccnc3)nc2c1)c1ccco1 | -7% |
| Cc1cnc(NC(=O)CSc2ncn(-c3ccccc3)n2)s1 | -7% |
| CS(=O)(=O)N(CC(N)=O)c1cccc(Br)c1 | -7% |
| CCOC(=O)c1cnc(SCC(=O)Nc2cccc(OC)c2)nc1N | 9% |

More results.
| SMILES | HT1080 cytotoxicity |
| --- | --- |
| CCN(CC)CCNC(CC(=O)Nc1ccc(Cl)cc1Cl)C(=O)O (stereo not drawn) | 0% |
| CCCC(=O)Nc1nc(-c2ccc3c(c2)CCN3S(C)(=O)=O)cs1 | 7% |
| COC(=O)C(NC(C)=O)(Nc1nc2c(C)cc(C)cc2s1)C(F)(F)F (stereo not drawn) | 6% |
| CC(C)CCNC(=O)C1CCCN1C(=O)NC1CCCCC1 (stereo not drawn) | -6% |
| Cc1ccccc1C(=O)N1CCC(C(=O)O)CC1 | -14% |
| C=C(CC1([C@@H](NP(=O)(c2ccccc2)c2ccccc2)[C@H]2C[C@@H]2CCCC)CC1)c1cccc(OC)c1 | -1% |
| O=C(c1ccc(S(=O)(=O)Nc2ccc(F)cc2)cc1)N1CCN(C(=O)c2ccco2)CC1 | 22% |
| CN(C)C(=O)N1CCCC(C(=O)NCCc2ccccc2)C1 (stereo not drawn) | 2% |
| O=C(Cc1sc(-c2ccccc2)nc1-c1ccccc1)Nc1ccc(Cl)cc1 | 18% |
| CC1CCN(S(=O)(=O)c2cccc(C(=O)NCc3ccco3)c2)CC1 | -1% |
| CCCc1cc(=O)n2[nH]c(-c3ccco3)nc2n1 | -12% |
| CCOC(=O)c1oc2ccc(OC)cc2c1NC(=O)CN1CCN(C)CC1 | -4% |
| O=C(NC1CCCCCCC1)c1ccc(S(=O)(=O)N2CCCC2)cc1 | -12% |
| COc1cc(C(=O)NCCCN2CCCC2=O)cc(OC)c1OC | -20% |
| CCOC(=O)c1cc2ccc3ccccc3c2s1 | 3% |
| COCCn1c(C)cc(C2=NNC(=Nc3ccc(F)cc3)SC2)c1C | -23% |
| Cc1cc(OCC(F)(F)C(F)(F)C(F)(F)C(F)(F)C(F)(F)C(F)F)nc(N)n1 | -10% |
| CCCCc1ccc(-c2ccc(Br)cc2)nc1 | -15% |
| COc1ccc(Cn2nnnc2C(c2ccccc2Cl)N2CCC(C(N)=O)CC2)cc1 (stereo not drawn) | -22% |
| COc1ccc(NC(=O)CCN2CCCCCC2)cc1 | 0% |
| Cc1cc(C(=O)NCCCOC(C)C)c2ccccc2n1 | -9% |
| COC(=O)Cn1cnc2ccccc2c1=O | -4% |
| Cc1ccc(S/C=C\C(=O)c2ccccc2)cc1 | -2% |
| CC(C)C1OC2c3cccc4cccc(c34)C2N1c1ccccc1 (stereo not drawn) | -5% |
| CCOC(=O)C1CCCN(S(=O)(=O)c2ccccc2)C1 (stereo not drawn) | 12% |

Following part.
| SMILES | HT1080 cytotoxicity |
| --- | --- |
| CCOC(=O)c1c(C)[nH]c(C=Nc2ccc(OC)cc2)c1O | 0% |
| COc1ccc(/C=C2\C(=O)N(c3nc(-c4ccc(Br)cc4)cs3)N=C2c2ccccc2)cc1 | -4% |
| COC(=O)CN(n1cnnc1)S(=O)(=O)c1ccccc1Cl | -10% |
| CCOC(=O)c1cc(NC(=O)N(C(C)C)C(C)C)c(C)nc1C | -17% |
| CN(C)/C=C(/C#N)C(=O)c1cccc(Oc2ccc(C(C)(C)C)cc2)c1 | 9% |
| CCc1c2c(nc3c(C(C)C)cccc13)-c1cccc(=O)n1C2 | -17% |

Compound activity deposited in PubChem BioAssay by Sanford-Burnham Center for Chemical Genomics.

A portion of the library; the hit share may differ from the screen's.
